# NPYLR7 ag: activates Aedes aegypti NPYLR7 receptor | HEK293T NPYLR7/Galpha15, GCaMP6s calcium fluorescence | activation, % at 10 µM | 270,000 tested, 0.15% active; in the data active = activation above about 40%;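 note: 0% = vehicle and 100% = reference agonist at the receptor; some compounds past the cut are filed as inactive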
# mcGAS lum: blocks mouse cGAS activity; inhibition, % at 12.5 µM; 160,000 tested, 0.15% active; Q8C6L5; recombinant cGAS, Kinase-Glo ATP depletion luminescence;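 note: 0% = negative control wells and 100% = reference inhibitor with no enzyme activity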
# hcGAS inh: inhibitors of human cGAS; recombinant h-cGAS, ATP depletion, Kinase-Glo luminescence; inhibition, % at 12.5 µM; 290,000 tested, 0.081% active; Q8N884;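 note: 0% = vehicle reaction and 100% = reaction without DNA for no activity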
# Target sequence (Q8N884 whole entry, looked up): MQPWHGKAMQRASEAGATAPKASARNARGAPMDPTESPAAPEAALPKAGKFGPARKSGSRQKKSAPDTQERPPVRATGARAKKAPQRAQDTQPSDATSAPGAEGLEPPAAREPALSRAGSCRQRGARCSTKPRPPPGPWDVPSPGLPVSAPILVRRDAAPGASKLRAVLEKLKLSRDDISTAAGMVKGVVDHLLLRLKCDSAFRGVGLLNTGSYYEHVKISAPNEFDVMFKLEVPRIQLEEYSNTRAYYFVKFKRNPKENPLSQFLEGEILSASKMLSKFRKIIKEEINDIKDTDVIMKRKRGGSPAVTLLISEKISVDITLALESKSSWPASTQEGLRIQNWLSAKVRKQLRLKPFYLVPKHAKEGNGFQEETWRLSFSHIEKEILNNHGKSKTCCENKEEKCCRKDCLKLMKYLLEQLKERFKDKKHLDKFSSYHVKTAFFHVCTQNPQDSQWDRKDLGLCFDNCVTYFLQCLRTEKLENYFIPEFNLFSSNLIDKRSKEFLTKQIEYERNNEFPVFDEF
# * = called active by the depositor; · = not tested or not shown. Cut-off read from the data, not from the text of the source, unless noted: active = inhibition above about 40%; inactive = the rest.
SMILES,NPYLR7 ag,mcGAS lum,hcGAS inh
CCOCCn1nc(C)cc1C(=O)N1C[C@H]2CC=CC[C@H]2C1,4,·,-6
CN(C)C(=O)Sc1ccc(NC(=O)CSc2ccccc2)cc1,-1,·,4
NC(=O)c1cc2cc(Cl)ccc2oc1=Nc1ccccc1,-5,-4,-4
CCC(C)c1csc(N(C)C(=O)C(C)NC(N)=O)n1 (stereo not drawn),7,-12,-5
Cc1onc(-c2ccccc2)c1C(=O)Nc1ccc(S(=O)(=O)Nc2nccs2)cc1,17,-8,-5
CCOC(=O)c1cc(-c2cccc(NC(=O)c3cnn(C)c3Cl)c2)n(-c2ccccc2F)n1,-3,-6,-6
CCOc1ccc2c(c1)sc(=NC(=O)C1=COCCO1)n2CCOC,2,·,-3
COc1ccc(S(=O)(=O)N2CCN(c3ncccn3)CC2)cc1Br,2,·,3
c1ccc(N2CCN(c3ccccn3)CC2)cc1,5,·,-7
C=CCS(=O)(=O)N1CCCC(CCc2c(F)cccc2F)C1 (stereo not drawn),14,-13,-11
Cc1ccccc1Nc1nnc(C(O)c2ccc(CN3CCOCC3)cc2)s1 (stereo not drawn),4,-7,-3
Cc1cc(-c2nnc(NC(=O)c3ccnn3C)o2)nn1C,·,-5,-10
Cc1ccc(Nc2nc(NCc3ccc4c(c3)OCO4)nc3nccnc23)c(C)c1,1,·,-4
O=C(C/C=C/c1ccc(F)c(F)c1)c1ccc(Br)cc1,-2,·,-3
COCCN(CC(=O)N(CCc1c[nH]c2ccccc12)Cc1ccc(F)cc1)C(=O)Nc1ccc(Br)cc1,29,-2,-1
CC(C)C1CN(C(=O)C2CC=CCC2)CCS1 (stereo not drawn),0,·,-3
CN1CCc2ccccc2C2(CCC(N(CC3CC3)C(=O)NC3CCCCC3)CC2)C1=O (stereo not drawn),26,·,-6
CCSc1ncnc2c1sc1nc3c(cc12)COC(C)(C)C3,18,-2,-11
Cc1cc2nc(-c3ccc(NC(=O)c4ccccc4Cl)cc3)oc2cc1C,-6,-4,-3
Cc1ccc(C(=O)N2CCC(c3ccccc3)CC2)cc1[N+](=O)[O-],-6,-5,0
NCC(=O)N1CCC(N2CCCC(C(=O)N3CCOCC3)C2)CC1 (stereo not drawn),4,·,-2
OC1CCC(Nc2nccc3[nH]c(-c4cccc(OC(F)(F)F)c4)nc23)CC1 (stereo not drawn),1,-7,-9
O=C(NCc1ccc2c(c1)OCO2)c1ccc2oc(CCc3ccccc3)nc2c1,-2,-11,-7
Cc1[nH]nc(CCC(=O)N2CCCC3(CNC(=O)O3)C2)c1C (stereo not drawn),4,·,-10
COCCN(CCC(=O)NC(Cc1ccccc1)c1ccccc1)c1nc(Cc2ccc(C)cc2)ns1 (stereo not drawn),14,-3,2
CC(=O)N[C@H]1C[C@@H](c2c(C)cccc2Cl)O[C@@H](C(C)C)C1,·,-12,-8
COc1ccccc1-n1c(SCC(=O)NCC2CCCO2)nnc1-c1ccccc1Cl (stereo not drawn),4,-5,-10
CCc1nc2n(n1)C(=O)C(C(c1ccc(OC)c(OC)c1)N1CCN(Cc3ccccc3)CC1)S2 (stereo not drawn),19,-8,-5
O=c1c2cc(Cl)ccc2nc(-c2cnc3ccccc3c2)n1Cc1ccccc1,2,-10,-5
Cc1ccc(/C=C2\SC(=S)N(C(Cc3ccccc3)C(=O)O)C2=O)cc1 (stereo not drawn),7,-3,-2
O=C1C(=Cc2ccc(Cl)cc2)CCC1=C1SCCCS1,0,-2,2
CCn1ncnc1C(C)NC1CSCCSC1 (stereo not drawn),2,-9,-9
COc1cccc(-n2c(-c3ccc(Cl)cc3)cc(C(=O)NCc3cccc(C(F)(F)F)c3)c2C)c1,-1,-5,-5
COc1ccc(/C=C/CN2CCC(O)(c3ccc(C)cn3)CC2)cc1,-4,·,3
CC1(C(=O)NCC2CCCCC2)CCN1C(=O)C1(c2ccc(Cl)cc2)CC1 (stereo not drawn),-2,-6,-4
CCOc1ccc(C(=O)N2CCC(NS(=O)(=O)c3c(C)c(C)cc(C)c3C)CC2)cc1,9,·,-4
O=C(c1coc(CN(Cc2ccccc2)Cc2cccs2)n1)N1CCCC1,-5,-4,-4
CCC(=NNC(=O)c1ccc(F)cc1)c1cc(Cl)cc(Cl)c1O,-1,-9,-5
CCn1ccnc1CN(C)C(=O)C1CCCN(C2CCN(C(=O)C3CC3)CC2)C1 (stereo not drawn),5,-15,-10
O=C(c1ccc(-c2cccc(C(F)(F)F)c2)s1)N1CC=C(c2ccccc2)CC1,21,-4,-1
CCOc1ccc(N=Nc2c(-c3ccccc3)[nH]n(-c3nc(-c4ccccc4)cs3)c2=O)cc1,16,-6,5
CCCCCn1c(SCC(=O)C(C)(C)C)nc2cc(C(=O)N3CCOCC3)ccc2c1=O,0,·,-1
OC(c1ccc(CN(Cc2ccsc2)Cc2ccco2)o1)(c1cccs1)c1cccs1,8,-1,3
CN(C)c1ccccc1C(=O)N1CCC2(CC1)c1ccccc1[C@@H](N)[C@@H]2O,8,-13,-3
COc1cc(C)c(SCC(C)(C)O)cc1OC,-8,·,-18
C=CCN(Cc1csc(COc2cccc(C)c2)n1)S(=O)(=O)c1ccc(OC)cc1,17,-6,-7
Cc1cc(N2CCCCC2)nc(Nc2ccc(NC(=O)c3cccc4ccccc34)cc2)n1,9,·,-11
O=S(=O)(O)c1ccc2c(c1)Cc1cc(S(=O)(=O)O)ccc1-2,-1,-5,-10
FC(F)(F)C1CN(Cc2nccn2Cc2ccccc2)CCO1 (stereo not drawn),6,-12,-6
CCOC(=O)c1[nH]ncc1C1CC(=O)Nc2c1ccc(N1CCCC1)c2C (stereo not drawn),19,·,-4
# (continued)
SMILES,NPYLR7 ag,mcGAS lum,hcGAS inh
COC(=O)CCCC(=O)N1CCC(Cc2ccc(-c3ccccc3)cc2)CC1,-8,1,2
CCCCCOc1ccc(C(=O)N2CCc3[nH]c4ccc(F)cc4c3C2)cc1OCCCCC,-7,-3,-4
Fc1ccc(N2CCN(C3CCCN(CCCc4ccccc4)C3)CC2)cc1 (stereo not drawn),·,-11,-6
O=c1ccccn1CCN1CCc2ccccc21,-3,·,-13
Oc1oc(-c2ccc(Cl)cc2)nc1C=Nc1ccc(Br)cc1Br,-3,·,-4
O=C(NCCc1cccc(Cl)c1)c1ccc(-c2cc(-c3ccc(Cl)cc3Cl)[nH]n2)cc1,2,-7,-6
Cc1cc(C)c(NC(=O)CSc2nc(=O)n3ccccc3n2)c(C)c1,-1,-8,-11
COc1ccc(N2CCN(C3CCCN(C(=O)C4(c5ccccc5)CC4)C3)CC2)cc1 (stereo not drawn),-6,-7,-1
O=C(Oc1cccc2cccnc12)c1cc(Br)ccc1I,-15,0,4
COCc1c(Br)c(C)nc(OCC(=O)N/N=C\c2ccncc2)c1C#N,-11,-4,-2
COc1ccc(CN(CCc2c[nH]c3ccccc23)C(=O)CN(C(=O)COc2ccc(Cl)cc2)C(C)C)cc1OC,16,-6,-3
OC(CC1CCCN1Cc1ccncc1)c1ccccc1 (stereo not drawn),10,-7,-7
COc1cccc(OCc2nc(C(=O)NCc3ccncc3)cs2)c1,12,-4,-5
Cn1c(CNC(=O)C2CCC2)nc2c1CN(C(=O)NC1CCCCC1)CC2,·,-3,-4
Nc1c(-c2nc(-c3ccc4c(c3)OCO4)no2)nnn1-c1ccc(Cl)cc1,3,·,-9
CCCCC(=O)Nc1c(-c2ccccc2)nc2ccccn12,-4,-6,-5
Cc1ccc(S(=O)(=O)N(C)c2c(C)ccc(S(=O)(=O)NCc3ccccc3)c2C)cc1,-5,-7,-6
COc1ccc(-n2cc(CN(C)C(C)c3nccs3)c(-c3cccc(F)c3)n2)cc1 (stereo not drawn),17,-7,-1
CC(NC(=O)c1cc2ccccc2c(=O)[nH]1)c1ccccc1 (stereo not drawn),9,·,-19
CN(Cc1ccco1)S(=O)(=O)c1ccccc1F,-2,·,2
CCc1ccc(C(=O)N2CCC3(CC2)OCC(C(=O)NCc2ccncc2)N3C(=O)c2ccc(OC)cc2)cc1 (stereo not drawn),-1,-5,-4
Cc1nc(OCC(C)C)c2sc3nc4c(cc3c2n1)COC(C)(C)C4,2,·,-12
COc1ccc(NC(=O)c2sc(=O)n(Cc3ccc(OC(F)(F)F)cc3)c2C)cc1,-1,·,-3
COc1ccc(-n2c(SCC(=O)Nc3cc(C)on3)nc3c([nH]c4ccccc43)c2=O)cc1,1,-6,-6
CCCn1c(=O)c2c(nc3n2CCN3c2cc(C)ccc2C)n(C)c1=O,1,·,-8
O=C(NCc1cccs1)c1cccnc1N1CCN(C(=O)C2C[C@H]2c2ccccc2)CC1 (stereo partly drawn),-2,-3,1
CCc1cc(C(C)=O)c(O)cc1OCCCCCC(C)(C)c1nn[nH]n1,-12,·,-1
Cn1c(SCc2coc(-c3cccs3)n2)nnc1-c1cccnc1,6,-2,-16
OC(c1ccccc1)C1CCN(CCCc2nc3ccccc3o2)CC1 (stereo not drawn),5,-15,-2
O=S(=O)(Nc1cccc(-n2cccn2)c1)c1ccccc1Br,1,·,-6
Cc1ccccc1-n1cnn(CN2CCN(c3ccc(F)cc3)CC2)c1=S,-1,·,-6
COc1ccccc1C1CCCN1Cc1nc(-c2ccc(OC)c(C)c2OC)oc1C (stereo not drawn),-9,-1,4
CCOc1ccccc1-n1c(=O)[nH]c2c(C(N)=O)nc(CC)nc21,10,·,-17
O=C(CC(c1cccc(F)c1)c1cn(Cc2ccccc2)c2ccc([N+](=O)[O-])cc12)N1CCN(c2ccccc2F)CC1 (stereo not drawn),·,-9,-13
C=c1c(C#N)c2[nH]c(N)c(C#N)c(C)c-2/c1=C\c1ccco1,3,-4,-2
CCCCOCCCNC(=O)c1cnc2c(-c3ccc(F)cc3)cnn2c1C,5,-9,-18
CC(=O)Oc1ccccc1C(=O)OCCN=C1NS(=O)(=O)c2ccccc21,7,-2,-2
CCCCNC(=O)N1CCC2(CC1)SCCN2C(=O)c1ccc(Cl)cc1,8,-6,-8
Cc1ccc(N2NC(C(=O)N3CCN(S(=O)(=O)c4ccc(F)cc4F)CC3)=NCC2=O)cc1,-2,-1,3
Cc1ccc2[nH]cc(-c3ccc(CN)s3)c2c1,13,·,-3
COc1cc2c(cc1CNc1cc(C3CCNCC3)ncn1)OCCO2,7,·,-6
C=C1COC(NC(=O)OC)(C(=O)OCC)C1 (stereo not drawn),1,·,-5
Cc1cc(C)c(Cn2ccnc2CN(CCN2CCOCC2)C(=O)c2ccc(Cl)cc2)c(C)c1,1,-4,1
O=C(NCc1cccnc1N1CCc2ccccc2C1)c1cnccn1,0,·,-4
CC(=O)N1CCCC1C(=O)Nc1nn(-c2ccccc2)cc1C (stereo not drawn),0,-3,-3
COc1ccc(-n2c(CSc3ncccn3)nnc2SCC(=O)NO)cc1,12,·,3
Cc1nc2nc(C(F)(F)F)nn2c(C)c1CC(=O)O,7,·,-10
CCc1cccc(NC(=O)CCC(=O)NCC2(C)CCCO2)c1 (stereo not drawn),-7,-17,-3
N#CCCN(Cc1ccco1)Cc1noc2c1CCCC2,0,·,-7
CCCCC(C1C(=O)CCCC1=O)C1C(=O)CCCC1=O,4,-3,-2
COc1ccc(CNC(=O)CCC2CCCN(C(=O)c3cn4ccccc4n3)C2)c(OC)c1 (stereo not drawn),20,·,-9
NC(=O)c1ccc(N2CCN(Cc3ncc(-c4ccc(Cl)cc4)o3)CC2)nc1,6,·,-5
Cc1ccc(NC(=O)CSc2cn(CC(=O)N3CCCCC3)c3ccccc23)cc1,-3,-9,-6

# Among those listed so far, these contain an NH in an aromatic ring.
SMILES,NPYLR7 ag,mcGAS lum,hcGAS inh
COCCN(CC(=O)N(CCc1c[nH]c2ccccc12)Cc1ccc(F)cc1)C(=O)Nc1ccc(Br)cc1,29,-2,-1
OC1CCC(Nc2nccc3[nH]c(-c4cccc(OC(F)(F)F)c4)nc23)CC1 (stereo not drawn),1,-7,-9
Cc1[nH]nc(CCC(=O)N2CCCC3(CNC(=O)O3)C2)c1C (stereo not drawn),4,·,-10
CCOc1ccc(N=Nc2c(-c3ccccc3)[nH]n(-c3nc(-c4ccccc4)cs3)c2=O)cc1,16,-6,5
CCOC(=O)c1[nH]ncc1C1CC(=O)Nc2c1ccc(N1CCCC1)c2C (stereo not drawn),19,·,-4
CCCCCOc1ccc(C(=O)N2CCc3[nH]c4ccc(F)cc4c3C2)cc1OCCCCC,-7,-3,-4
O=C(NCCc1cccc(Cl)c1)c1ccc(-c2cc(-c3ccc(Cl)cc3Cl)[nH]n2)cc1,2,-7,-6
COc1ccc(CN(CCc2c[nH]c3ccccc23)C(=O)CN(C(=O)COc2ccc(Cl)cc2)C(C)C)cc1OC,16,-6,-3
CC(NC(=O)c1cc2ccccc2c(=O)[nH]1)c1ccccc1 (stereo not drawn),9,·,-19
COc1ccc(-n2c(SCC(=O)Nc3cc(C)on3)nc3c([nH]c4ccccc43)c2=O)cc1,1,-6,-6
CCc1cc(C(C)=O)c(O)cc1OCCCCCC(C)(C)c1nn[nH]n1,-12,·,-1
CCOc1ccccc1-n1c(=O)[nH]c2c(C(N)=O)nc(CC)nc21,10,·,-17
C=c1c(C#N)c2[nH]c(N)c(C#N)c(C)c-2/c1=C\c1ccco1,3,-4,-2
Cc1ccc2[nH]cc(-c3ccc(CN)s3)c2c1,13,·,-3
